Bioassay records deposited in PubChem by Broad Institute.
F508del corr – F508del CFTR correction, initial screen, CFBE line, single point; CFBE cells, YFP halide quenching; stimulated with forskolin plus potentiator P3; % fluorescence drop versus neutral controls; activity (quench increase), % at 7.58 µM; 350,000 compounds, 0.36% hits;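 active means mean added fluorescence quench of at least 8% versus neutral control, with both replicates also reaching 8%; inconclusive means only one of the mean or replicate conditions met; inactive means mean below 8% and not both replicates reaching 8%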;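 further: cells transiently co-express mutant CFTR-F508del with the halide-sensitive YFP; corrector assay measuring rescue of mutant channel to the surface after 24 h compound exposure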
GSIS activator – GLuc luminescence reporter in INS-1E cells, primary screen for activators of glucose-dependent secretion of insulin; INS-1E GLuc reporter insulin secretion, 2-3 h; activation, % at 16.6 µM; 370,000 compounds, 0.61% hits;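 active means lowest replicate activation of at least 40%, so every replicate reaches that level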;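 further: 0% = median of neutral control wells and 100% = median of IBMX positive control wells; some compounds called inactive have numbers as strong as hits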
ERp5 block – inhibitors of ERp5-driven insulin aggregation, primary screen, biochemical, turbidity, absorbance 650 nm, single point. AID 651711, 2012. inhibition, % at 9.99 µM. 350,000 compounds, 0.05% hits. 90 min;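 active means mean replicate inhibition above about 25%, with every replicate also reaching it, limit read from the data, passing the limit was not always enough; inconclusive means only one of those two criteria met; inactive means neither criterion met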
Target sequence (Q15084 whole entry, looked up): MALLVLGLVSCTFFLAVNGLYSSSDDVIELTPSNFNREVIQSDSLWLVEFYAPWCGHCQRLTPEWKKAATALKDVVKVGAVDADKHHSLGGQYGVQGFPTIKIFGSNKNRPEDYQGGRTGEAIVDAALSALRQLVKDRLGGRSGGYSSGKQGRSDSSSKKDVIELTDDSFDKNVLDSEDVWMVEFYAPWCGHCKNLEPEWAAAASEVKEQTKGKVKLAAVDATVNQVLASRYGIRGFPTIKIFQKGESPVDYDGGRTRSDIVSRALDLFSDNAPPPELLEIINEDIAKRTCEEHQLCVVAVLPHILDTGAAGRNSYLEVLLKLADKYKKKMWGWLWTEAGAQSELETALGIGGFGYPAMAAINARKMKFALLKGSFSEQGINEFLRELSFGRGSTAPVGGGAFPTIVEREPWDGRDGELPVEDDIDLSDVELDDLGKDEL
EWS-Fli block – EWS/Fli-driven NR0B1 reporter inhibitors, primary screen, A673 cells, NR0B1 luciferase, luminescence, MLPCN library; viability-normalised; inhibition, % at 12.6 µM; 350,000 compounds, 0.67% hits; AID 651661, 2012;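 active means mean inhibition of at least 50% after viability correction, with every replicate also passing that limit; inconclusive means mean reaches 50% but only one of two replicates passes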;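 further: firefly luciferase signal divided by Alamar Blue viability fluorescence both relative to DMSO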
XiGFP reactiv – activators of inactive X chromosome reactivation, primary screen, imaging, XiGFP fibroblasts, GFP high-content imaging, set 2. XiGFP mouse fibroblasts, % GFP-positive cells imaging, 3 d; cells co-treated with 5-aza-dC sensitizer; scaled so ellipticine positive control = 100%. activation, % at 7.58 µM. 360,000 compounds, 0.055% hits. AID 743238, 2013;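 active means mean normalized replicate activation at least 10% and every replicate at or above 10%; inconclusive means only one of the two criteria met; inactive means mean below 10% and not all replicates reach 10%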;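 further: 0% = median of on-plate neutral control wells and 100% = ellipticine 6 µM median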
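Schedule: 3 d treatment, 15 min room-temperature fixation; system: 68-5-11 XiGFP fibroblast line; buffer or medium: DMEM plus 5-aza-dC sensitizer; control set: ellipticine 6 µM positive control; compound: one concentration, pinned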
DENV2 CPE rescue – inhibitors of DENV2 cytopathic effect, primary screen, cell-based, plate reader, single concentration. CPE inhibition, % at 9.99 µM. AID 651640, 2012. 350,000 compounds, 1.7% hits. DENV2-infected cells, cytopathic effect rescue; in the data active means CPE inhibition above about 20%, passing the limit was not always enough; inconclusive means no clear call, values can overlap the other calls; tested in BHK-21 cells;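 further: 0% = median of neutral control wells and 100% = median of positive control wells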
PAX8 reporter – inhibitors of PAX8-driven TPO luciferase reporter, primary screen, RMG-I cells, single concentration; AID 652154, 2013; 360,000 compounds, 1.2% hits; SteadyGlo, 24 h; inhibition, % at 12.6 µM;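 active means mean replicate inhibition at least 60% with every replicate also reaching 60%; inconclusive means only one of the two criteria is met; inactive means mean below 60% and not all replicates reaching 60%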;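 further: luciferase light reporting Pax8 driven TPO promoter activity; plate controls were median of neutral control wells for no effect and mitoxantrone controls for full effect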
ARNT-TACC3 inh – disruptors of ARNT/TACC3 protein interaction, primary screen, biochemical, AlphaScreen, single concentration. Transforming acidic coiled-coil-containing protein 3 (Homo sapiens), Q9Y6A5. AlphaScreen His-ARNT PAS-B/GST-TACC3 binding, luminescence; TACC3 fragment carries E629A point mutation. inhibition, % at 9.99 µM. 390,000 compounds, 0.66% hits;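 active means mean inhibition of replicates at least 50% and at least half of replicates each reaching 50%; inconclusive means half or more replicates reach 50% but mean below 50%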;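 further: 0% = complete ARNT plus TACC3 wells and 100% = ARNT alone without TACC3; many hits fall short of the cut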
The depositor's hits bear a star; ? = inconclusive; . = no result given.

SMILES	F508del corr	GSIS activator	ERp5 block	EWS-Fli block	XiGFP reactiv	DENV2 CPE rescue	PAX8 reporter	ARNT-TACC3 inh
Cc1ccc(C2=N/C(=C\c3cccnc3)C(=O)O2)cc1	.	8	.	.	0.3	.	9	-5
COC(=O)/C(=C/c1cccc([N+](=O)[O-])c1)NC(=O)c1ccc(OC)cc1	.	-1	1	-31	0.1	.	-7	2
O=C(NCc1ccco1)c1cccc(Br)c1	-1.4	-5	-6	-15	0.0	6	4	-9
CC(=O)c1sc(NS(=O)(=O)c2ccc(C)cc2)nc1-c1ccccc1	0.2	17	-1	9	0.0	-1	10	-8
CCOC(=O)N1CCC(NC(=O)CS(=O)(=O)Cc2nc(-c3ccc(OC)cc3)oc2C)CC1	-1.8	-3	0	.	0.0	4	9	1
CCOC(=O)N(C)[C@H]1C[C@H]2c3[nH]c4ccccc4c3CCN2C[C@H]1[C@H](C)O	1.5	1	-3	1	.	-8	17	.
COCC(=O)N(C)C[C@@H]1Oc2cc(C#CCC3CCCC3)ccc2S(=O)(=O)N([C@H](C)CO)C[C@@H]1C	1.0	-15	-2	2	0.0	?	5	-5
Cc1ccccc1/C=N/NC(=O)Cc1ccc(Cl)cc1	0.9	2	-1	1	0.0	0	-2	4
COc1ccc(/C=C(/C#N)c2cccnc2)cc1OC	0.3	.	0	-4	-0.1	-8	-6	-1
O=C(O)c1ccc(S(=O)(=O)NCc2ccc3c(c2)OCO3)cc1	-3.0	43*	2	-1	0.3	-7	5	-16
COc1cc(CC(CC(=O)O)CC(C)OCc2ccccc2)cc(OC)c1 (stereo not drawn)	.	.	4	11	0.4	0	1	-12
CN(C(=O)CC1C(=O)NCCN1Cc1ccc(F)cc1Cl)C1CCCCC1 (stereo not drawn)	0.0	-28	0	10	0.3	6	9	.
COc1ccc(NC(=O)c2cccc(S(=O)(=O)NCc3ccco3)c2)c(OC)c1	1.9	-3	2	-3	0.0	-6	6	0
COc1ccc(-c2csc3ncnc(N4CCN(Cc5ccccc5)CC4)c23)cc1	-2.2	-28	4	23	0.5	5	1	2
CCCNC(=O)N1CC2(CN(Cc3cccc(OC)c3)C2)c2c(n(C)c3cc(OC)ccc23)[C@H]1CO	4.7	-7	-2	7	0.3	-7	-46	.
O=C(NC1CCCCCC1)C(=S)NCCc1ccccc1	4.1	-7	1	-19	0.1	-3	-10	-2
Cc1cc(F)ccc1S(=O)(=O)N1CCCOC1CNC(=O)C(=O)NCCc1ccccc1 (stereo not drawn)	-0.5	-34	-12	.	0.1	2	16	-2
C[C@@H]1CN([C@@H](C)CO)C(=O)c2cccc(NC(=O)Nc3ccccc3)c2O[C@@H]1CN(C)C(=O)Nc1ccc(C(F)(F)F)cc1	2.2	-8	-3	-7	-1.0	38*	.	7
Cc1noc(C)c1S(=O)(=O)N(C)C[C@H]1OCCCC[C@H](C)Oc2ccc(NS(=O)(=O)c3cccs3)cc2C(=O)N([C@@H](C)CO)C[C@@H]1C	0.2	-10	8	5	-0.5	-16	12	-2
CN(C(=O)CSc1nnc(C2CC2)n1C)C1CCCc2ccccc21 (stereo not drawn)	-7.9	3	11	7	0.0	1	8	-2

The final 3 records of the part before lead into the next.
SMILES	F508del corr	GSIS activator	ERp5 block	EWS-Fli block	XiGFP reactiv	DENV2 CPE rescue	PAX8 reporter	ARNT-TACC3 inh
C[C@@H]1CN([C@@H](C)CO)C(=O)c2cccc(NC(=O)Nc3ccccc3)c2O[C@@H]1CN(C)C(=O)Nc1ccc(C(F)(F)F)cc1	2.2	-8	-3	-7	-1.0	38*	.	7
Cc1noc(C)c1S(=O)(=O)N(C)C[C@H]1OCCCC[C@H](C)Oc2ccc(NS(=O)(=O)c3cccs3)cc2C(=O)N([C@@H](C)CO)C[C@@H]1C	0.2	-10	8	5	-0.5	-16	12	-2
CN(C(=O)CSc1nnc(C2CC2)n1C)C1CCCc2ccccc21 (stereo not drawn)	-7.9	3	11	7	0.0	1	8	-2
C[C@H](CO)N1C[C@H](C)[C@@H](CN(C)C)Oc2ncc(-c3ccccc3)cc2C1=O	-2.0	16	1	-10	-0.7	3	.	-8
Oc1ccccc1C(=S)N1CCN(c2cccc(Cl)c2)CC1	-0.4	-1	0	-3	0.0	.	4	-2
N#C[C@H]1[C@@H](c2ccc(C3=CCCCC3)cc2)[C@H](CO)N1S(=O)(=O)c1ccccc1	1.9	-9	-2	-4	-0.1	2	4	8
O=C(COc1nsnc1N1CCOCC1)Nc1ccccc1Cl	-2.8	8	1	.	0.3	1	-9	-3
O=C(COc1ccccc1F)NC12CC3CC(CC(C3)C1)C2	0.5	7	2	5	.	3	-2	-7
CN(C(=O)COC(=O)Cc1c(Cl)cccc1Cl)C1CCS(=O)(=O)C1 (stereo not drawn)	-4.4	21	-23	-6	-0.4	3	-2	6
Cc1cccc(C(=O)OC(C)C(=O)N2CCc3ccccc3C2)c1C (stereo not drawn)	-1.9	-16	7	-1	-0.1	-3	3	-2
Cc1ccc(CN2CCN(Cc3cn(C(C)C)c4ccccc34)CC2CCO)o1 (stereo not drawn)	-1.4	-21	-1	18	-0.1	-4	10	-2
CCCn1nc(C(=O)Nc2ccc(S(=O)(=O)Nc3ncccn3)cc2)c2ccccc2c1=O	2.3	9	-3	16	0.0	1	19	0
CCCC(C)(C)C(=O)N1CCC1(C)C(=O)NS(=O)(=O)c1cccc(Cl)c1 (stereo not drawn)	-2.6	7	-6	-5	0.1	-5	.	.
O=C(CN1CCN(c2ccc(F)cc2)CC1)Nc1ccc2c(c1)OCCO2	-1.7	10	2	4	0.1	-6	-11	6
Cc1cc(Cl)ccc1OC(C)C(=O)NNC(=O)C1CCCCC1C(=O)O (stereo not drawn)	0.8	18	-3	-3	0.1	0	-14	-1
CCN1C[C@@H]2[C@@H]3C(=O)N(C)C(=O)[C@@H]3[C@](Cc3ccccc3)(C(=O)OC)N2C1=NC1CCCCC1	-0.2	10	1	-4	0.6	1	-7	-2
CC(=O)NCCNC(=O)C1CCC(CNc2nc(=S)[nH]c3ccccc23)CC1 (stereo not drawn)	-1.4	.	-5	3	0.1	-5	-5	-5
C[C@@H]1CN([C@@H](C)CO)C(=O)c2cc(NC(=O)C3CCCCC3)ccc2O[C@@H](C)CCCCO[C@H]1CN(C)Cc1ccc(C(=O)O)cc1	-3.1	4	-1	1	-0.1	15	-1	24
Cc1ccccc1NS(=O)(=O)c1ccc(NS(=O)(=O)c2cccs2)cc1	1.6	16	2	7	0.1	0	5	0
O=S(=O)(NCCCNS(=O)(=O)c1c(F)cccc1F)c1ccc2c(c1)OCCO2	-0.9	1	-2	11	0.2	9	14	-7
C[C@H]1CN([C@@H](C)CO)C(=O)c2cc(NC(=O)Nc3ccc(F)cc3)ccc2O[C@@H]1CN(C)Cc1ccncc1	-3.5	8	-1	-1	-1.5	1	-7	-10
Cc1cc(=S)c2ccccc2[nH]1	-1.1	-1	-8	-1	0.3	-2	1	2
CCC(=O)N1C[C@H](C)[C@H](OC)CN(C)C(=O)c2ccc(NC(=O)NC(C)C)cc2OC[C@H]1C	0.3	6	7	-2	0.2	70*	.	.
Cc1ccc(-n2cc(S(=O)(=O)c3ccc(C)cc3)[nH]c2=O)cc1	-1.1	-5	5	0	0.1	-11	1	-2
C[C@@H]1CN([C@H](C)CO)C(=O)c2cc(NS(C)(=O)=O)ccc2O[C@@H](C)CCCCO[C@H]1CN(C)C(=O)Nc1ccc(C(F)(F)F)cc1	-2.9	-23	-2	0	-1.0	-1	-21	2
O=c1[nH]ncn1-c1ccc(Br)cc1	1.3	2	-3	6	0.1	12	16	2
O=C(COn1nnc2ccc(Cl)cc21)NC1CCS(=O)(=O)C1 (stereo not drawn)	1.4	8	1	-4	0.0	3	-6	-10
C/C=C/c1ccc2c(c1)O[C@@H](CN(C)C(=O)COC)[C@H](C)CN([C@H](C)CO)S2(=O)=O	-2.4	3	.	-11	-0.4	15	.	-5
Cc1ccc([C@@H]2CC=C(C(=O)O)[C@H](c3ccc(Cl)cc3)N2S(=O)(=O)c2ccccc2C)cc1	-3.1	-22	3	-4	0.3	-4	-3	-5
Cc1ccc(C(=O)OCC(=O)Nc2ccc3c(c2)OCO3)c(O)c1	-1.2	10	3	-4	0.2	?	-17	2
C[C@H](CO)N1C[C@H](C)[C@H](CN(C)S(=O)(=O)c2ccc(F)cc2)Oc2c(NC(=O)c3nc4ccccc4s3)cccc2C1=O	0.8	-7	-3	9	0.0	-10	46	15
O=C(CN1C(=O)C2C3CC(C(Br)C3Br)C2C1=O)OCC(=O)c1cccc([N+](=O)[O-])c1 (stereo not drawn)	-2.0	1	-12	1	0.1	5	-21	-4
CCC(C)(C)NC(=O)CCCSc1nc2ccccc2[nH]1	-2.4	-9	-3	-11	0.0	-3	-55	-10
COc1ccc(OC)c(S(=O)(=O)N2CCCC(C(=O)N3CCC(C(N)=O)CC3)C2)c1 (stereo not drawn)	-1.3	-6	-3	1	0.0	-7	0	-2
C[C@@H]1CN([C@@H](C)CO)C(=O)c2cccc(NC(=O)C3CCOCC3)c2O[C@@H]1CN(C)Cc1ccncc1	2.6	5	5	1	-0.6	3	-3	-8
Cc1cc(C)c[n+](CC(=O)c2c(C)cc(C)c([N+](=O)[O-])c2C)c1	-4.3	-5	0	2	0.0	1	-1	-2
C[C@@H]1CN([C@H](C)CO)C(=O)Cc2cc(NC(=O)CCCCCC(=O)Nc3ccccc3N)ccc2O[C@H]1CN(C)C(=O)Nc1cccc2ccccc12	-1.5	0	11	-7	-0.8	-2	13	.
COc1ccc2c3c(n(C)c2c1)[C@H](CO)N(Cc1cc(F)ccc1F)CC31CN(C(C)=O)C1	0.3	14	1	11	0.4	0	-11	.
C/C=C/c1ccc2c(c1)O[C@H](CN(C)Cc1ccc(F)cc1)[C@@H](C)CN([C@H](C)CO)S2(=O)=O	-3.8	-4	2	10	-0.9	3	.	1
Cn1ccc(=O)c2cc([N+](=O)[O-])ccc21	-0.5	-5	6	-6	0.1	-2	9	.
CC(O)CSc1nc2c(c(=O)[nH]c(=O)n2C)n1Cc1ccccc1 (stereo not drawn)	-2.5	44	-1	7	0.0	13	-11	6
C[C@H](CO)N1C[C@H](C)[C@H](CN(C)Cc2ccc(Cl)c(Cl)c2)OCCCC[C@H](C)Oc2ccc(NC(=O)Nc3ccc(F)cc3)cc2C1=O	-0.5	9	12	1	0.2	.	64*	2
CCOC(=O)N1CCN(C(=O)c2cc3c(=O)n(C)c4ccccc4c3n2C)CC1	-1.9	15	0	-16	-0.1	-15	19	-3
O=C(O)c1ccccc1CC(CCc1ccccc1)C(=O)O (stereo not drawn)	1.9	.	4	2	0.0	17	-5	-7
O=[N+]([O-])c1ccccc1S(=O)(=O)N(CC1CO1)c1ccccc1 (stereo not drawn)	-4.0	27	2	-9	0.3	7	4	.

The order is random; about 4.2% have a hit in one of these screens.
